From PubChem BioAssay
OXTR potentiate = potentiators of human oxytocin receptor; activation, % at 3 µM; AID 2445; CHO-OTR cells, Fluo-8 calcium fluorescence, potentiator mode; 0% = oxytocin EC15, 100% = EC100; 320,000 tested, 0.061% active;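 active means activation above that plate's cutoff, the mean activation of tested compounds plus 3 SD, cut at about 6.6% in these data, passing the limit was not always enough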;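 further: 100% uses oxytocin at 75 nM as the full agonist control; some results filed as inactive read as strong as hits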
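assay system = CHO-OTR cells, human receptor | schedule = compound 6 min at room temperature before oxytocin, 100 s read | detection = Fluo-8 intracellular calcium fluorescence, ex 470-495, em 515-575 nm | evaluation = normalized max/min fluorescence ratio, % activation | control set = EC15 oxytocin alone as 0%, 75 nM oxytocin (EC100) as 100%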
CHRM1 agonist = human M1 muscarinic receptor agonism | activation, % at 3 µM | P11229 | CHO-K1 hM1, Fluo-8 calcium fluorescence, agonist mode; 0% DMSO, 100% acetylcholine EC100 | 360,000 tested, 0.33% active;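 active means activation above the run's mean compound activation plus 3 SD, cut at about 16% in these data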;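 further: peak over basal fluorescence ratio within a 140 s kinetic read after compound addition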
CHO parental Ca = counter-screen: ATP calcium response change in parental CHO cells; parental CHO-K1, ATP-induced calcium, Fluo-8 fluorescence; inhibition, % at 5.6 µM; 330,000 tested, 0.63% active;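 active means inhibition above that plate's mean sample inhibition plus 3 SD, cut at about 26% in these data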;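 further: 0% = ATP-challenged DMSO wells and 100% = DMSO wells without ATP; some compounds past the cut are filed as inactive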
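Material: parental CHO cells / Compound: single nominal dose of 5.6 µM per compound / Signal: Fluo-8 fluorescence / Replicates: singlicate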
OXTR ag = activates the human oxytocin receptor; P30559; CHO-OTR cells, Fluo-8 calcium fluorescence; normalized: DMSO 0%, oxytocin 100%; activation, % at 3 µM; 320,000 tested, 0.32% active;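 active means activation above the mean of all tested compounds plus 3 SD, cutoff set per screening run, cut at about 20% in these data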;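 further: peak over basal fluorescence ratio from a 100 s FLIPR kinetic read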
TAAR1 ag = human TAAR1 agonism. CHO RD-HGA16 TAAR1, Fluo-8 calcium fluorescence; vehicle wells 0%, saturating PEA agonist 100%. activation, % at 3 µM. 360,000 tested, 0.99% active. AID 624467;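 active means activation above the mean activation of all test compounds in the run plus 3 SD, cut at about 38% in these data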
Target sequence (Q96RJ0 whole entry, looked up): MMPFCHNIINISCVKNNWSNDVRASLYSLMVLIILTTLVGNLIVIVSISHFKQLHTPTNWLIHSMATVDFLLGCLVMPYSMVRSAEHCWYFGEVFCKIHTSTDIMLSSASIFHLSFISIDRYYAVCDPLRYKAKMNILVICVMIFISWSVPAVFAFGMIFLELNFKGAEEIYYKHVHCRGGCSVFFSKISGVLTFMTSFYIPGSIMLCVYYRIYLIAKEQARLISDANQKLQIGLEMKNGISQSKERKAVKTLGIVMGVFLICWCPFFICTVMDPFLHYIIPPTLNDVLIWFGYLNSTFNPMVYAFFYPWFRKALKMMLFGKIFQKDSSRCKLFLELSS
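Test system: RD-HGA16 (CHO) cells co-expressing Gα16 and hTAAR1 | Doses: Single dose, 3 µM | Schedule: 17-24 h seeding, 75 min 37 °C dye, 30 min RT | Evaluation: % activation from peak over basal fluorescence ratio, DMSO-to-PEA scaled | Technique: Kinetic Fluo-8 calcium fluorescence | Benchmarks: Low control DMSO, high control PEA (EC100)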
TAAR1 antag = human TAAR1 antagonism; Q96RJ0; CHO RD-HGA16 TAAR1, Fluo-8 calcium fluorescence, antagonist; 360,000 tested, 1.5% active; inhibition, % at 3 µM;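 active means inhibition above a per-plate cutoff, the mean inhibition of test compounds on that plate plus 3 SD, cut at about 49% in these data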;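 further: 0% = DMSO plus EC80 beta-PEA response and 100% = DMSO alone without agonist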
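Test system: RD-HGA16 CHO cells with stable hTAAR1 and Gα16 / Probe or stimulus: EC80 β-phenethylamine stimulus / Times: seeding 17-24 h prior, 75-min 37 °C, 30-min RT dye loading / Detection: Fluo-8 calcium-sensitive fluorescence / Read-out basis: % inhibition scaled between DMSO and EC80 PEA controls / Repeats: singlicate, one well per test compound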
V1aR counter = counter-screen for oxytocin receptor agonists: human V1a receptor agonists; activation, % at 3 µM; P37288; 320,000 tested, 0.25% active; CHO-V1R cells, Fluo-8 calcium fluorescence, agonist mode; 0% DMSO, 100% 3 nM vasopressin;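 active means activation above the mean activation of all tested compounds plus 3 SD, per screening run, cut at about 20% in these data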;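 further: signal is peak over basal fluorescence ratio across a 100 second FLIPR read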
Target sequence (P37288 whole entry, looked up): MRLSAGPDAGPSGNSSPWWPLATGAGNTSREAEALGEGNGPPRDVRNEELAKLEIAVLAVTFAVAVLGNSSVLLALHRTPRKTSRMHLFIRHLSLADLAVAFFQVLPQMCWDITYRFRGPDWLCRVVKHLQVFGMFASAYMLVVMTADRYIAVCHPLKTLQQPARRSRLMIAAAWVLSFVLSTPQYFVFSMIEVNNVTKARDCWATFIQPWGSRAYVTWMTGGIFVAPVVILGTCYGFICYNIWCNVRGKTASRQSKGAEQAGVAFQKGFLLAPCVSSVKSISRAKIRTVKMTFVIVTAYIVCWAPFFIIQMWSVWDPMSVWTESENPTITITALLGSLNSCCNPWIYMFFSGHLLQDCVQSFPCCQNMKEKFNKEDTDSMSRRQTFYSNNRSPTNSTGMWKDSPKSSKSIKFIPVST
M1 antag = human CHRM1 antagonism; P11229; CHO-K1 hM1, Fluo-8 calcium fluorescence, ACh EC80 antagonist; inhibition, % at 3 µM; 360,000 tested, 1.3% active;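 active means percent inhibition above its own plate's cutoff, namely the mean of that plate's compound wells plus 3 SD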;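 further: peak over basal fluorescence ratio during 140 s after agonist addition; 0% = ACh EC80 plus DMSO and 100% = DMSO alone without agonist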
M1 PAM = positive allosteric modulators of human M1 muscarinic receptor; CHO-K1 hM1, Fluo-8 calcium fluorescence, ACh EC20; 0% = ACh EC20, 100% = maximal ACh; 360,000 tested, 0.088% active; activation, % at 3 µM; in the data active means activation above about 19%, passing the limit was not always enough
The depositor's hits bear a star; . = not tested or not shown.

SMILES	OXTR potentiate	CHRM1 agonist	CHO parental Ca	OXTR ag	TAAR1 ag	TAAR1 antag	V1aR counter	M1 antag	M1 PAM
CCOC(=O)COn1c(=O)c(C)[n+]([O-])c2ccccc21	1.7	-10.9	3.1	0.1	6.1	6.8	0.6	-12.4	3.6
CCOC(=O)c1cc2cc(F)ccc2nc1C	-6.1	-1.7	-1.1	0.8	2.3	9.8	1.5	6.9	-0.4
Cn1c(=O)c2c3c(sc2n2c(SCc4ccccc4)nnc12)CCCC3	-2.0	.	-2.0	0.1	.	.	1.0	.	.
Cn1c(=O)n(CC(=O)Nc2ccc(F)cc2)c2ccccc21	-2.9	-4.0	5.6	0.0	5.3	-4.8	0.0	-10.0	9.1
COc1ccc(N2C(=O)CC(N3CCN(S(=O)(=O)c4cc(C)ccc4C)CC3)C2=O)cc1 (stereo not given)	-4.6	-4.1	-19.9	-1.7	3.7	1.0	-0.6	4.9	-4.8
O=C(CCc1nc(-c2ccc(Cl)cc2)no1)NCc1ccccc1CN1CCOCC1	-5.3	-4.6	-16.6	4.2	8.8	4.0	3.1	-1.1	-1.1
N#Cc1cccnc1N1CCC(C(N)=O)CC1	-11.0	-0.6	11.9	-0.1	2.0	-9.1	1.1	2.1	6.5
Cc1cc(C)cc(NC(=O)CSc2nc3ccccc3nc2N2CCCC2)c1	-3.1	-4.3	-7.8	-0.7	-1.4	-26.9	-0.5	-11.6	2.9
Cc1cccc(-c2nnn(CC/C(N)=N/O)n2)c1	-2.9	-1.9	3.8	0.9	-0.3	21.6	0.0	1.9	1.3
COc1ccc(OC)c(NC(=O)CCNC(=O)Cn2ccc3ccccc3c2=O)c1	2.3	-2.8	-13.7	0.5	-1.4	-10.1	1.4	-12.5	10.4

Reformatted in markdown: part of the list above
| compound | OXTR potentiate | CHRM1 agonist | CHO parental Ca | OXTR ag | TAAR1 ag | TAAR1 antag | V1aR counter | M1 antag | M1 PAM |
| --- | --- | --- | --- | --- | --- | --- | --- | --- | --- |
| CCOC(=O)COn1c(=O)c(C)[n+]([O-])c2ccccc21 | 1.7 | -10.9 | 3.1 | 0.1 | 6.1 | 6.8 | 0.6 | -12.4 | 3.6 |
| Cc1cc(C)cc(NC(=O)CSc2nc3ccccc3nc2N2CCCC2)c1 | -3.1 | -4.3 | -7.8 | -0.7 | -1.4 | -26.9 | -0.5 | -11.6 | 2.9 |
| Cc1cccc(-c2nnn(CC/C(N)=N/O)n2)c1 | -2.9 | -1.9 | 3.8 | 0.9 | -0.3 | 21.6 | 0.0 | 1.9 | 1.3 |
| N#Cc1cccnc1N1CCC(C(N)=O)CC1 | -11.0 | -0.6 | 11.9 | -0.1 | 2.0 | -9.1 | 1.1 | 2.1 | 6.5 |
| Cn1c(=O)c2c3c(sc2n2c(SCc4ccccc4)nnc12)CCCC3 | -2.0 | . | -2.0 | 0.1 | . | . | 1.0 | . | . |

Next structures
SMILES	OXTR potentiate	CHRM1 agonist	CHO parental Ca	OXTR ag	TAAR1 ag	TAAR1 antag	V1aR counter	M1 antag	M1 PAM
CCOC(=O)C1CCCN(CCC(=O)Nc2c(C(=O)OC)[nH]c3cc(OC)ccc23)C1 (stereo not given)	5.7	0.0	-10.5	-0.8	0.4	-2.6	-0.9	8.0	-7.1
Cc1nn2c(c1-c1ccc(Cl)cc1)N=C(c1ccco1)CC2c1ccccc1 (stereo not given)	-8.0	-2.5	-12.1	0.0	7.5	14.0	-0.2	-6.4	1.0
Cc1ccc(/C=[N+](/[O-])C2SC(=S)N(C)C2(C)C)cc1 (stereo not given)	-9.0	-3.7	-6.1	1.5	4.1	-14.3	0.3	-1.4	2.4
COc1ccc(CNC(=O)/C=C/c2ccccc2[N+](=O)[O-])cc1	-9.6	-5.7	-6.7	0.8	-0.4	3.3	-0.4	-4.6	-3.7
Cc1ccc(C(=O)N/C(=C/c2ccc(C(C)C)cc2)C(=O)NCCCN2CCOCC2)cc1	0.0	-2.2	-14.3	0.3	3.9	1.4	-0.2	-22.6	13.2
Cc1cc(C)c2sc(NNC(=O)c3ccc(S(=O)(=O)N4CCc5ccccc5C4)cc3)nc2c1	-2.8	1.3	-1.9	-0.1	4.0	10.4	0.2	-0.3	2.0
CC(C)[C@H](NC(=O)c1ccc(Cl)cc1Cl)C(=O)OCc1nc2ccsc2c(=O)[nH]1	.	-2.8	.	.	3.5	-21.8	.	10.6	0.6
CCOC(=O)CC[C@H](NC(=O)Cn1cc(C)c(=O)[nH]c1=O)C(=O)OCC	.	-1.6	.	.	0.4	9.2	.	-7.9	3.2
CCOC(=O)c1cc2c(=O)n3ccccc3nc2n(CC2CCCO2)c1=NC(=O)/C=C/c1ccccc1 (stereo not given)	-28.6	-2.5	-22.2	-1.6	7.5	31.1	-1.1	-13.5	13.7
Cc1sc(NC(=S)NC(=O)c2ccco2)c(C#N)c1C	0.3	-3.0	-0.2	0.0	-2.6	-14.6	0.8	-7.5	4.1
O=C1NCC(c2ccccc2)C1C(=O)N/N=C\c1ccc(-c2ccc(Cl)c(Cl)c2)o1 (stereo not given)	-5.4	-4.0	7.7	-0.4	0.5	-15.2	0.6	1.4	1.6
c1ccc(-c2cc(-c3nnc4n3N=C(c3ccc5ccccc5c3)CS4)[nH]n2)cc1	-8.5	-3.1	-4.9	-0.3	2.0	10.7	1.3	1.7	9.5
O=C1CCCC2=C1C(c1cccs1)n1nc(SCc3ccc(C(=O)O)cc3)nc1N2 (stereo not given)	4.7	-2.5	-4.4	0.7	0.1	-23.6	-0.1	-3.8	1.0
O=C(c1ccccc1)N1CCN(CCc2ccccc2)CC1	-4.0	-9.9	-8.4	2.0	2.5	-14.4	-0.4	-20.6	13.9
COc1cc(S(=O)(=O)N2CCOCC2)ccc1F	-8.1	-2.9	-0.4	0.4	10.6	6.3	-0.4	2.5	-1.2
Nc1nc2n(n1)C(=O)CC(c1ccccc1)N2 (stereo not given)	-5.8	-6.0	-4.5	-0.3	0.1	4.1	-1.0	-2.9	2.9
COc1ccccc1CNC(=O)Cc1ccccc1	-14.6	-4.7	-9.6	-0.7	2.4	-2.8	0.5	-9.5	5.2
Cc1cc(=O)oc2n[nH]c(-c3ccccc3)c12	-6.0	-1.4	-3.6	-1.2	11.3	-6.0	1.1	-15.3	12.2
Nc1ccc(-c2nnc(-c3ccccc3)o2)cc1	1.0	-3.0	-7.1	-1.0	-0.8	-2.0	-0.7	1.8	3.4
CN(C(=O)CSc1nnn(C)n1)c1ccccc1	-3.5	-2.1	-5.9	0.2	5.6	-23.2	-0.3	-8.3	5.2
COCCNC(=O)C1(C)CCN(C(=O)c2ccc(C(F)(F)F)nc2C)C1 (stereo not given)	.	-2.1	.	.	0.2	-4.8	.	-11.9	7.4
CCOc1ccccc1-n1c(SCC(=O)Nc2nccs2)nnc1-c1ccoc1C	-9.7	-0.9	-23.9	-1.8	3.0	11.7	-0.6	3.9	1.2
CCOC(=O)C1(C(=O)OCC)CCN(S(=O)(=O)c2ccccc2)CC1	.	-1.8	.	.	0.4	8.6	.	-20.7	3.2
Cc1ccc(/C=C/C(=O)NCCCn2ccnc2)cc1	2.1	-11.9	-15.8	-1.4	2.2	0.6	-0.7	10.0	-3.2
COC(=O)C/C=C/[C@@H](C)[C@@H](/C=N/O[C@H](C)c1cn([C@@H]2COC[C@H]2O)nn1)NS(=O)(=O)c1ccc(C)cc1	-8.3	.	-8.0	9.4	.	.	-0.9	.	.
CCCNC(=O)c1cc(-c2ccc(Br)cc2)on1	-2.4	-2.9	-6.0	1.2	0.6	6.6	4.2	-0.2	-3.6
COC1=CC(=O)OC(C)(c2ccccc2)C1 (stereo not given)	.	-3.6	.	.	1.4	-5.5	.	0.4	1.9
CCn1cc(C(=O)NC(=S)Nc2ccccc2Br)cn1	-6.0	0.7	-0.2	1.1	1.8	3.1	4.8	-1.7	3.5
OC(c1ccc(Cl)cc1)c1ncc(-c2cccc(F)c2)[nH]1 (stereo not given)	.	-1.6	.	.	0.6	16.8	.	9.0	-7.0
COc1ccccc1Cn1c(=S)[nH]c2cc(C(=O)N3CCN(C)CC3)ccc2c1=O	3.1	-6.5	-9.7	1.6	.	.	-0.2	0.4	0.0
COc1ccc(OCC(O)CNC(=O)Nc2cc(C)cc(C)c2)cc1 (stereo not given)	-7.4	-3.3	-6.2	-1.8	0.0	-6.4	0.5	-17.3	14.7
CNc1c([N+](=O)[O-])cnn1-c1ccc(C)cc1	-1.3	-4.7	2.7	-0.3	2.0	-6.6	0.1	8.7	-6.5
CCc1nc2ccc(C(=O)Nc3cccc(NS(C)(=O)=O)c3)cn2c1N(C)CCCc1ccccc1	.	-6.6	.	.	7.4	36.1	.	41.1*	-21.7
CC(C)c1ccc(CN(C(=O)c2ccco2)C2CCS(=O)(=O)C2)cc1 (stereo not given)	-5.4	0.8	-0.1	1.4	-2.2	5.7	0.8	-2.2	-0.5
COc1ccc(CNC(=O)COc2ccc(C)nc2[N+](=O)[O-])cc1	-16.5	-4.8	-10.9	-1.1	2.2	-1.2	-1.4	5.7	-1.8
CCOC(=O)C1CCN(S(=O)(=O)c2ccc(NC(=O)c3ccco3)cc2)CC1	-5.1	-1.6	-10.4	2.3	5.1	11.1	7.2	28.4	-13.3
CCN1C(=O)N(S(=O)(=O)c2ccc(C)cc2)[C@@H](c2ccccc2)C(C(=O)OC)=C1C	-11.5	-7.2	-21.5	-1.1	5.9	-1.9	0.0	4.4	-2.1
CCN(CC)C(=O)CSc1nc2ccccc2c(=O)n1CC1CCCCC1	-7.1	-5.6	-32.2	-2.5	18.1	-21.6	-1.4	10.4	-5.3
Cc1cc(C)cc(OCC(=O)Nc2ccc3c4c(cccc24)CC3)c1	-7.9	-2.6	-6.3	-1.1	101.7*	81.2*	-0.2	-13.8	5.6
OC(CNCCc1ccc(Cl)cc1)COCc1ccco1 (stereo not given)	-2.0	-2.6	-20.8	1.1	56.0*	2.2	0.2	-43.4	7.4
O=C(O)c1ccc(NS(=O)(=O)c2ccc(Cl)c(C(=O)Nc3ccccc3)c2)cc1	-0.4	1.5	-1.8	-1.1	1.8	-7.4	0.0	-9.9	14.3
CCOc1ccc2[nH]c(=O)c(C(c3nnnn3Cc3ccco3)N3CCN(C)CC3)cc2c1 (stereo not given)	0.5	-9.4	-10.0	-0.5	1.1	-26.7	0.8	-7.9	14.6
FC(F)(F)C(Oc1nc(Nc2ccc(Cl)cc2)nc(N2CCOCC2)n1)C(F)(F)F	-5.5	-1.7	-31.3	-2.5	4.4	-5.8	-0.6	15.2	-4.7
CCCC(=O)Nc1nc2ccc3nc(C)sc3c2s1	-6.6	1.5	3.7	-2.4	5.4	3.0	-0.5	-17.1	9.3
Cc1ccccc1S(=O)(=O)Cc1ccc(C(=O)N2CCN(C3CCCCC3)CC2)o1	0.6	-7.3	-8.5	0.1	1.6	-0.3	0.7	6.8	-5.4
